KDM5B inhibitor – blocks human KDM5B histone demethylase activity; Q9UGL1; KDM5B demethylase, FDH-coupled NADH fluorescence (FDH is formaldehyde dehydrogenase); Potency, µM (highest dose often 57.7 µM), without a hit: at the top dose activity change, negative = inhibition, hits mostly inhibitors; 2.6% of 220,000 active; AID 1347165; active means well fitted inhibition curve with a large enough effect; inconclusive means small, poorly fitted or top-dose-only effect; inactive means no such curve, though single readings can be large or run the other way; further: 0% is about no effect; nearly all actives have a fitted effect of over 70% in size
Target sequence (Q9UGL1 whole entry, looked up): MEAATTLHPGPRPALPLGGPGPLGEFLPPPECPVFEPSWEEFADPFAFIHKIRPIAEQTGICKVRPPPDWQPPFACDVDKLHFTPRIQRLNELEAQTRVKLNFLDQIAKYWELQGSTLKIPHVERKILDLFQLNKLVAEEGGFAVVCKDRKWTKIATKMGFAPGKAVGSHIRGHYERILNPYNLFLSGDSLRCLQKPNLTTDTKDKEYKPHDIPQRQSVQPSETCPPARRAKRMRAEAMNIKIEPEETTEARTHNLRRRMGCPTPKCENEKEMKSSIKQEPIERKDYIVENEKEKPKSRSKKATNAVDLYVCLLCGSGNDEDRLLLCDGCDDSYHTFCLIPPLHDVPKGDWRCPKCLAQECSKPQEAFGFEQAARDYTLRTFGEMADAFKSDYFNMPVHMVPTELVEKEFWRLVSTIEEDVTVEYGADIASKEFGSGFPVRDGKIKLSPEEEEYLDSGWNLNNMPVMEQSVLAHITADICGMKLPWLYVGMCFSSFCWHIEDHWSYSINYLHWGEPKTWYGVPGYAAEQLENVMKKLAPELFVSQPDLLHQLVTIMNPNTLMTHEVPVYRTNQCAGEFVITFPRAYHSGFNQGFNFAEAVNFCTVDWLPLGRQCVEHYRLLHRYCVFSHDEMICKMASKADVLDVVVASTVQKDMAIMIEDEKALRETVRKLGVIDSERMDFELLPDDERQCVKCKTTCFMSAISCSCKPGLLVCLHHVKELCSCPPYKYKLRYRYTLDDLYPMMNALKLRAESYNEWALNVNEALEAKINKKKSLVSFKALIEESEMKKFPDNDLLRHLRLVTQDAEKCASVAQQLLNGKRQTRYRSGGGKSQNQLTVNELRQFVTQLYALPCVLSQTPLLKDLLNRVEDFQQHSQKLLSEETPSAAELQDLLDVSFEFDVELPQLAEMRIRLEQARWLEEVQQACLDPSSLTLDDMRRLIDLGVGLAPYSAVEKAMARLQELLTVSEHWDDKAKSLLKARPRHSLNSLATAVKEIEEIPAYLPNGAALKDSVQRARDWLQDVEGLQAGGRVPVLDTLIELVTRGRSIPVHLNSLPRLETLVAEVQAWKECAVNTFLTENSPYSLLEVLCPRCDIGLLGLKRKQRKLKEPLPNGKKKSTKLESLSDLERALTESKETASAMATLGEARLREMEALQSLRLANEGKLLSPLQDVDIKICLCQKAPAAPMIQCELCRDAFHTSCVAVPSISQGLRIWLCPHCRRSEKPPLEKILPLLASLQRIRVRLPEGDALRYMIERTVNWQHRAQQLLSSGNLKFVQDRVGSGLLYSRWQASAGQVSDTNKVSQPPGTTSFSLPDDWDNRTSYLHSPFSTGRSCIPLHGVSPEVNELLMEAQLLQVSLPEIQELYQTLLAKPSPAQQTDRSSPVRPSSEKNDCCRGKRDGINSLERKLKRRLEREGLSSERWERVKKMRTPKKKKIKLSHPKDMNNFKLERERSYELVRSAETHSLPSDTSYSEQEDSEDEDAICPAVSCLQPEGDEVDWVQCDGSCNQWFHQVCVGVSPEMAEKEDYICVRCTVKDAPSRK
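qHTS format, multiple compound concentrations. Buffer 50 mM HEPES pH 7.5/0.01% Tween-20; 200 nM KDM5BΔAP final; 10 min compound preincubation; substrate-mix levels 12.5 µM peptide, 25 µM α-KG, 0.25 mM NAD⁺; 30 min RT; ΔRFU.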
* = called active by the depositor; i = inactive; ? = inconclusive; & = joins results of further samples; [ ] = remark or other dose. Potency means the concentration at half of the fitted maximal effect.

SMILES	KDM5B inhibitor
O=[N+]([O-])c1cnc(N2CC3CCC(C2)N3CC(F)(F)F)nc1	15.4%[149 µM]
CC(C)NC(=O)NC[C@H]1C[C@@H]2CCN1C[C@@H]2CN1CCOCC1	35.0%[86.2 µM]
CC(C)CN1Cc2ccccc2-n2ccnc2C12CCN(C(=O)c1ccsc1)CC2	1.2%
O=C(CCl)NCNC(=O)CCl	22.5%
COc1cc2c(cc1OCc1ccc(Cl)cc1)N(Cc1ccccc1)CC21CCN(C(C)=O)CC1	?
O=c1cccc2n1CC1CC2CN(S(=O)(=O)c2cc(Cl)ccc2Cl)C1 (configuration not stated)	14.4%
CCCN1CC[C@@H](CO)N(C)c2nc(C)ccc2C1	?
CC1CCCCN1CC(O)c1c[nH]c2ccccc12 (configuration not stated)	-7.8%
COc1cc2c(cc1OCc1ccccc1)NC(=O)C21CCN(c2ccccn2)CC1	25.1µM*
O=C(c1ccc(F)cc1)N1CCC(C(=O)O)(c2ccccc2)CC1	-1.0%[149 µM]
CC[C@H]1CN2CC[C@H]1C[C@@H]2CN(Cc1ccc(SC)cc1)Cc1ccc(SC)cc1	?
CC(C)[C@H]1C(=O)O[C@@H]2CCN3CC=C(COC(=O)[C@](C)(O)[C@]1(C)O)[C@H]23	6.4%
Cc1nc(-c2cccs2)cc([C@H]2CN3CC[C@H]2C[C@@H]3COC(=O)Nc2ccc(C(C)C)cc2)n1	?
COCCN1CCC(N2CCN(C(=O)Cc3ccc(F)cc3)CC2)C1=O (configuration not stated)	18.9%
CCCOc1cccc(CCN)c1	25.5%
CC(N=Cc1c(O)n(C2CC2)c(=S)[nH]c1=O)c1ccccc1 (configuration not stated)	22.4%
Cc1ncc2c(n1)C[C@@H]1CC[C@H]2N1S(=O)(=O)c1ccc2c(c1)C(C)(C)C(=O)N2	-8.6%
C=CCN(C)C(=O)[C@H]1CN2CCC1C[C@@H]2Cn1cc(CO)nn1 (some centres not stated)	-17.6%[86.2 µM]
COc1cc2c(cc1Oc1ccccc1)NC(=O)C21CCN(C(=O)c2cccnc2)CC1	-8.3%[86.2 µM]
COCc1cn(C[C@H]2CC3CCN2C[C@@H]3C(=O)Nc2ccccc2)nn1 (some centres not stated)	-17.7%[86.2 µM]
CC(Cc1ccncc1)NCc1ccc(OCC(=O)N2CCOCC2)cc1 (configuration not stated)	-11.1%
COc1cc2c(cc1OCc1ccccc1)NC(=O)C21CCN(c2ncc(F)cn2)CC1	31.6µM*
COc1ccc(NC(=O)N2[C@H]3CC[C@@H]2c2cnc(C)nc2C3)cc1F	-8.6%
CCN1CCCN(C(=O)c2cccnc2)CC12CCOCC2	9.5%
CN1CCC(N2C[C@@H]3C[C@H](C2)c2ccc(-c4ccc(OC(F)(F)F)cc4)c(=O)n2C3)CC1	?
COc1ccc(-c2cc3ccc(OC(=O)N(C)C)cc3oc2=O)cc1	?
N#Cc1cccc(NC(=O)NC[C@H]2C[C@@H]3CCN2C[C@@H]3CN2CCN(c3ccccc3)CC2)c1	7.1%
Cc1ccc2c(c1)C(Cc1nc3ccccc3c(=O)n1-c1ccc(Cl)cc1)C(=O)N2 (configuration not stated)	-13.3%
CC(=O)NC[C@H]1C[C@@H]2CCN1C[C@@H]2c1cc(-c2ccc3ccccc3c2)nn1C	9.5%[86.2 µM]
O=C(Nc1ccc2c(c1)OCO2)c1cccn(Cc2ccccc2)c1=O	-22.7%

Part of the list above in order of SMILES length, falling:
SMILES	KDM5B inhibitor
CN1CCC(N2C[C@@H]3C[C@H](C2)c2ccc(-c4ccc(OC(F)(F)F)cc4)c(=O)n2C3)CC1	?
N#Cc1cccc(NC(=O)NC[C@H]2C[C@@H]3CCN2C[C@@H]3CN2CCN(c3ccccc3)CC2)c1	7.1%
Cc1ccc2c(c1)C(Cc1nc3ccccc3c(=O)n1-c1ccc(Cl)cc1)C(=O)N2 (configuration not stated)	-13.3%
COc1cc2c(cc1OCc1ccccc1)NC(=O)C21CCN(c2ncc(F)cn2)CC1	31.6µM*
CCN1CCCN(C(=O)c2cccnc2)CC12CCOCC2	9.5%

Next records.
SMILES	KDM5B inhibitor
COc1ccc(NC(=O)N2[C@H]3CC[C@@H]2c2cncnc2C3)c(C)c1	-4.6%
CCN(CC)C(=O)c1ccc(NC(=O)Cn2nc(-c3ccccc3)c3ccccc3c2=O)cc1	19.7%
CCn1cc(CN2CCN(C(=O)Cc3cccs3)CC2)ccc1=O	12.6µM*
COc1cc2c(cc1OCc1ccccc1)N(C(=O)c1cnn(C)c1)CC21CCN(C)CC1	9.0%
Cc1ccc(NC(=O)CN2C(=O)CN=C(c3ccccc3)c3ccccc32)c(C)c1	-12.8%
CC/C(=N\NC(=O)c1ccccc1)c1c(O)n(Cc2ccccc2)c(=O)[nH]c1=O	?
Clc1ccc(-c2ccc(CNC3CN4CCC3CC4)o2)c(Cl)c1 (configuration not stated)	-14.6%
Cc1nc(-c2ccccc2Br)cc([C@H]2CN3CC[C@H]2C[C@@H]3CNC(=O)Nc2ccccc2)n1	?
CC(C)NC(=O)N1C[C@@H]2C[C@H](C1)c1ccc(-c3cccc(C(F)(F)F)c3)c(=O)n1C2	i
COCC(=O)NC[C@H]1C[C@@H]2CCN1C[C@@H]2CN1CCCCC1	15.9%[86.2 µM]
Cc1c(C=O)c(C)n(C(C)C)c1C	19.2%
C=C[C@H]1CN2CC[C@H]1C[C@@H]2CNS(=O)(=O)c1ccc(C)cc1	-9.8%[86.2 µM]
Cc1ccc(CN2C(=O)c3ccccc3Sc3ccc(C(=O)N4CCC5(CC4)OCCO5)cc32)cc1	-10.0%
Cc1nc(-c2ccccc2Br)cc([C@H]2CN3CC[C@H]2C[C@@H]3CNC(=O)NC(C)C)n1	?
CC(C)NC(=O)NC[C@H]1C[C@@H]2CCN1C[C@@H]2CN1CCCC1	-25.9%[86.2 µM]
Cc1nc(SCc2c(Cl)cccc2Cl)nc(OC(=O)N(C)C)c1C	15.7%
CN1CCCCCCN(Cc2cccnc2)[C@H]2CCC[C@H]2C1=O	-24.8%
O=C(c1ccc(F)cc1)N1C[C@@H]2C[C@H](C1)c1c(-c3ccc(Cl)cc3)ccc(=O)n1C2	10.3%[86.2 µM]
C[N+]1(C)C2CCC1CC(OC(=O)c1ccco1)C2 (configuration not stated)	22.0%
O=C(c1cccs1)N1C[C@@H]2C[C@H](C1)c1ccc(C3CCCCC3)c(=O)n1C2	-22.3%[86.2 µM]
COc1ccc(-c2cc([C@H]3CN4CC[C@H]3C[C@@H]4CNC(=O)c3cccs3)n(C)n2)cc1OC	23.8%
COc1ccc(-c2c(C)oc3cc(OCC(=O)N4CCN(CCO)CC4)ccc3c2=O)cc1	-21.6%
Cc1ccccc1-n1c(/C=C/c2c(C)[nH]c3ccccc23)nc2ccccc2c1=O	?
O=C(C1CCC1)N1[C@H]2CC[C@@H]1c1cnc(-c3ccc(F)cc3)nc1C2	-9.2%
O=C(C1CCCCC1)N1C[C@@H]2C[C@H](C1)c1ccc(-c3cccc(C(F)(F)F)c3)c(=O)n1C2	31.6µM*
Cc1ccc([C@H]2CN(C(=O)C(=O)c3cccn3C)[C@@H]3C4CCN(CC4)[C@H]23)cc1	-33.9%
COCc1cc(N2CCN(C)C3(CCC(=O)N(C)CC3)C2)ncn1 (configuration not stated)	?
COCCC(=O)N1CCC2(CC1)C(=O)Nc1cc(Oc3cccc(N(C)C)c3)c(OC)cc12	-24.6%
c1cncc(C2=NOC3(CCCN(CC4CCCCC4)C3)C2)c1 (configuration not stated)	-11.7%[149 µM]
Cc1ccc(-c2nn3c(=O)cc(CN4CCN(C(=O)COc5ccc(C)c(C)c5)CC4)nc3s2)cc1	-5.2%
O=C(Cc1ccccc1)N1[C@H]2CC[C@@H]1c1cnc(-c3ccc(F)cc3)nc1C2	32.9%[activator]
C=CCn1c(O)c(C(CC)=NCC2CCCO2)c(=O)[nH]c1=O (configuration not stated)	24.7%
CN(C)C(=O)Oc1ccc2c(=O)c(-c3ccccc3)coc2c1	12.3%
Cc1ccsc1C(=O)N1CCC2(CC1)NCc1ccccc1-n1ccnc12	-22.2%
Oc1ccc(C2(c3ccc(O)cc3)CCCCC2)cc1	-8.0%
O=C(Nc1cccc(C(F)(F)F)c1)OC[C@H]1C[C@@H]2CCN1C[C@@H]2c1cc(C2CCCC2)nc(-c2ccncc2)n1	-15.0%
CCCNC(=O)OC[C@H]1C[C@@H]2CCN1C[C@@H]2c1cc(-c2ccc3ccccc3c2)nn1C	-24.9%[86.2 µM]
COc1cc2c(cc1OC1CCCC1)NC(=O)C21CCN(c2cnccn2)CC1	?
O=C(COc1ccc(F)cc1)N1CCN(Cc2cc(=O)n3nc(-c4ccc(F)cc4)sc3n2)CC1	5.3%
COC(=O)c1cn(C(=O)c2cccc3ccccc23)c2ccccc12	-17.5%&-17.6%

Filtered by structure, the compounds so far with sulfur.
SMILES	KDM5B inhibitor
CC(C)CN1Cc2ccccc2-n2ccnc2C12CCN(C(=O)c1ccsc1)CC2	1.2%
O=c1cccc2n1CC1CC2CN(S(=O)(=O)c2cc(Cl)ccc2Cl)C1 (configuration not stated)	14.4%
CC[C@H]1CN2CC[C@H]1C[C@@H]2CN(Cc1ccc(SC)cc1)Cc1ccc(SC)cc1	?
Cc1nc(-c2cccs2)cc([C@H]2CN3CC[C@H]2C[C@@H]3COC(=O)Nc2ccc(C(C)C)cc2)n1	?
CC(N=Cc1c(O)n(C2CC2)c(=S)[nH]c1=O)c1ccccc1 (configuration not stated)	22.4%
Cc1ncc2c(n1)C[C@@H]1CC[C@H]2N1S(=O)(=O)c1ccc2c(c1)C(C)(C)C(=O)N2	-8.6%
CCn1cc(CN2CCN(C(=O)Cc3cccs3)CC2)ccc1=O	12.6µM*
C=C[C@H]1CN2CC[C@H]1C[C@@H]2CNS(=O)(=O)c1ccc(C)cc1	-9.8%[86.2 µM]
Cc1ccc(CN2C(=O)c3ccccc3Sc3ccc(C(=O)N4CCC5(CC4)OCCO5)cc32)cc1	-10.0%
Cc1nc(SCc2c(Cl)cccc2Cl)nc(OC(=O)N(C)C)c1C	15.7%
O=C(c1cccs1)N1C[C@@H]2C[C@H](C1)c1ccc(C3CCCCC3)c(=O)n1C2	-22.3%[86.2 µM]
COc1ccc(-c2cc([C@H]3CN4CC[C@H]3C[C@@H]4CNC(=O)c3cccs3)n(C)n2)cc1OC	23.8%
Cc1ccc(-c2nn3c(=O)cc(CN4CCN(C(=O)COc5ccc(C)c(C)c5)CC4)nc3s2)cc1	-5.2%
Cc1ccsc1C(=O)N1CCC2(CC1)NCc1ccccc1-n1ccnc12	-22.2%
O=C(COc1ccc(F)cc1)N1CCN(Cc2cc(=O)n3nc(-c4ccc(F)cc4)sc3n2)CC1	5.3%

Carrying on.
SMILES	KDM5B inhibitor
C=C[C@H]1CN2CC[C@H]1C[C@@H]2CNCc1cccc(Cl)c1	2.4%[115 µM]
COc1ccc(C(=O)N2[C@H]3CC[C@@H]2c2cnc(-c4ccccc4)nc2C3)c(OC)c1	-24.7%
CC(C)CN1Cc2ccccc2-n2ccnc2C12CCN(C(=O)c1ccc(F)cc1)CC2	-16.9%
O=[S+]1([O-])NCC2(CCN(Cc3ccccn3)C2)Nc2ccccc21 (configuration not stated)	-12.4%
O=C1NC2(Cc3ccccc31)CN(CC1CC1)C2	14.8%[230 µM]
CN(C)CCCC(=O)N1C2CCC1CN(Cc1cccnc1)C2	-20.5%[149 µM]
Cc1nc(-c2ccco2)cc([C@H]2CN3CC[C@H]2C[C@@H]3CNC(=O)C2CCC2)n1	?
Cc1noc(C)c1COc1ccc(CC(=O)N2CCN(CC(=O)N3CCOCC3)CC2)cc1	-0.5%
Cc1[nH]nc2c1C(c1ccc(-c3ccccc3F)o1)SCC(=O)N2 (configuration not stated)	-29.5%
CCc1noc(C(C)N2CCN(C(=O)Cc3ccc(C)cc3)CC2)n1 (configuration not stated)	2.1%
CNCc1cn(C[C@H]2C[C@@H]3CCN2C[C@@H]3C(=O)NC2CCCCC2)nn1	37.1%[86.2 µM]
CC(C)NC1CNC1	-14.1%[460 µM]
NCCc1ccc(OC(F)(F)F)cc1	22.8%
Cc1ccccc1OCC(=O)N1CCN(Cc2cc(=O)n3nc(-c4ccccc4C)sc3n2)CC1	-3.3%
Cc1ccccc1-c1ccc2n(c1=O)C[C@H]1C[C@@H]2CN(C(=O)Nc2cccc(F)c2)C1	?
Cc1ccc2c(n1)N(C)[C@H](CO)CCN(CC(C)(C)C)C2	?
Clc1ccc(-c2nc3ccc(Cl)cn3c2CN2CCCCC2)cc1	?
Cc1ccc(-n2c(/C=C/c3cc(Br)cs3)nc3ccccc3c2=O)cc1	7.9%
CCC(CC)c1cc([C@H]2CN3CC[C@H]2C[C@@H]3CNC(=O)Nc2ccc(OC)cc2)nc(-c2ccncc2)n1	-26.7%
Cc1ccc(COc2ccc(CC(C)N)cc2)cc1 (configuration not stated)	11.3%
Cc1ccc(NC(=O)N(Cc2ccc3c(c2)OCO3)C2CCN(Cc3ccccc3)CC2)cc1C	?
C=CCN1CCN(C(=O)Cc2ccc(F)cc2)CC1	9.4%
COc1ccc(C(=O)C(C)(C)NO)cc1	6.8%

These rows are one share of the data (hit frequency here may not be typical).
